Source: PubChem BioAssay
HCV core dimer – inhibitors of HCV core protein dimerization, primary screen, biochemical, TR-FRET, high-throughput | inhibition, % at 5 µM | TR-FRET GST/Flag-core106 dimerization, 1536-well | 300,000 compounds, 0.33% hits | AID 1899, 2009;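 active = inhibition above the mean of all tested compounds plus 3 SD, set per screening campaign, cut at about 45% in these data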
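Assay system – GST-tagged and Flag-tagged HCV core protein residues 1-106 · Quantity – core106 proteins, GST 13.5 nM and Flag 17 nM · Benchmarks – unlabelled core106 and no-GST-core106 wells · Read-out basis – percent inhibition of core106 dimerization signal · Detection – time-resolved FRET, ex 340 nm, em 617 and 671 nm · Schedule – 4 h at 22.5 °C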
PP1 counter – PP1-alpha phosphatase inhibitors, primary screen, counter-screen for PP5 inhibitor project, biochemical, fluorescence, OMFP substrate, single point; purified PP1alpha; Serine/threonine-protein phosphatase PP1-alpha catalytic subunit (Homo sapiens), P62136; 320,000 compounds, 0.9% hits; inhibition, % at 6.7 µM;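 active = inhibition above the mean inhibition of all tested compounds plus 3 SD, computed separately for each screening campaign, cut at about 15% in these data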
Fh CTSL1 inh – Fasciola hepatica cathepsin L1 inhibitors, primary screen, counter-screen for PFM18AAP inhibitor project, biochemical, QFRET, fluorogenic peptide substrate | 300,000 compounds, 0.49% hits | AID 1906, 2009 | inhibition, % at 5.96 µM | recombinant F. hepatica cathepsin L1, Z-Leu-Arg-MCA fluorescence;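 active = inhibition above the mean of all tested compounds plus 3 SD, set per screening campaign, cut at about 17% in these data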;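 note: 0% = plate median of test compound wells and 100% = 1 µM Z-Phe-Ala-diazomethylketone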
procasp7 counter – procaspase-7 activators, primary screen, counter-screen for procaspase-3 activator project, biochemical, absorbance, HTS, human. Caspase-7 (Homo sapiens), P55210. recombinant procaspase-7, Ac-DEVD-pNA absorbance 405 nm; D23A/D198A/D206A triple mutant, cannot self-cleave; scale: DMSO 0, 5 µM enzyme 100. activation, % at 8.5 µM. 330,000 compounds, 0.093% hits. AID 463210, 2010;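 active = percent activation above the screen-wide mean plus 3 SD, cut at about 25% in these data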
Target sequence (P55210 whole entry D23A/D198A/D206A): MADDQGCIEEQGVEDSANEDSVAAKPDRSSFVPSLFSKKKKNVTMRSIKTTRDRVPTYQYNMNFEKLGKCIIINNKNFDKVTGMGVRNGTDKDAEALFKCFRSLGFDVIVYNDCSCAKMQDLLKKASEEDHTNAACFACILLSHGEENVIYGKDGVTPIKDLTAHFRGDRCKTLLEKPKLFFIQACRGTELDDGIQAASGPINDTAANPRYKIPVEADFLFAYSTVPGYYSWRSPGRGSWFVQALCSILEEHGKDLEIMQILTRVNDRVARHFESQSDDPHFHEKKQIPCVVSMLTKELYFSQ
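System: Procaspase-7 triple mutant (PC-7 D3A); measure: % activation from two-timepoint absorbance difference, scaled to controls; times: 1 h compound preincubation, 2 h substrate cleavage, 25 °C; also added: Ac-DEVD-pNA substrate, 400 µM as added; measured by: Epi-absorbance of released pNA at 405 nm, two timepoints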
JMJD2C inh – inhibitors of GASC-1 histone demethylase, primary screen, biochemical, fluorescence, DELFIA europium; AID 2099, 2009; GST-JMJD2C(1-420) H3K9me3 demethylation; 330,000 compounds, 0.069% hits; Lysine-specific demethylase 4C (Homo sapiens), Q9H3R0; inhibition, % at 2.35 µM;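 active = more than half of a compound's replicate wells show inhibition beyond 50%, single wells judged on their own value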;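 note: signal counts dimethyl H3K9 product captured on neutravidin plate; 0% = median of DMSO wells and 100% = 0.3 times that DMSO median; strong numbers were not always called active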
proCasp3 act – activators of human procaspase-3 D3A mutant, primary screen, biochemical, absorbance, PC-3 D3A mutant, single concentration. Caspase-3 (Homo sapiens), P42574. recombinant procaspase-3 D3A, Ac-DEVD-pNA absorbance 405 nm. activation, % at 8.5 µM. 330,000 compounds, 0.11% hits. AID 463141, 2010;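 active = activation above the mean of all tested compounds plus 3 SD, cut at about 21% in these data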;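 note: 0% = DMSO alone and 100% = DMSO wells spiked with extra 5 µM PC-3 D3A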
Target sequence (P42574 whole entry D9A/D28A/D175A): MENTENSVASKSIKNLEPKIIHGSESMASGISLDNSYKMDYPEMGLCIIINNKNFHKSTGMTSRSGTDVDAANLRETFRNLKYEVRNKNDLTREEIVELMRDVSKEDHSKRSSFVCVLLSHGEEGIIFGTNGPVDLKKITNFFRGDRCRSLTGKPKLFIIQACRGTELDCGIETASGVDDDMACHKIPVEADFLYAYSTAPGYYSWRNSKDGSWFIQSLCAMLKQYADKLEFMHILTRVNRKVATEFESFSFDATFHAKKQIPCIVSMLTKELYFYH
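Assay system: Procaspase-3 D3A mutant, all three cleavage aspartates alanine. Buffer or medium: Zinc-free HEPES saline buffer with Triton X-100. Times: 1 h compound preincubation, 2 h substrate hydrolysis at 25 °C. Measured by: 405 nm absorbance of p-nitroaniline, reads at 0 and 120 min. Read-out basis: percent activation relative to control range. Replicates: singlicate.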
TPT1 inhibitor – Candida albicans TPT1 enzyme inhibitors, primary screen, biochemical, fluorescence polarization. AID 1962, 2009. 300,000 compounds, 0.81% hits. recombinant caTPT1, FP RNA substrate dephosphorylation. tRNA 2'-phosphotransferase TPT1 (Candida albicans SC5314). inhibition, % at 5 µM;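 active = inhibition above the mean of all tested compounds plus 3 SD, set per screening campaign, cut at about 24% in these data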;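 note: plate controls were DMSO alone for no effect and ferristatin control at 100 nM for full effect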
Efflux pump mplx – inhibitors of Candida efflux pumps in yeast, primary screen, S. cerevisiae, Nile Red, multiplex; S. cerevisiae Candida pump triplex; inhibition, % at 10 µM; 330,000 compounds, 0.44% hits;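 active = plate passing quality check with inhibition over a set limit, or well fluorescence over plate mean plus 4 SD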;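 note: Nile Red retained in pooled yeast measured as flow cytometry median fluorescence; 0% = buffer negative control and 100% = Enniatin B positive control; higher means more Nile Red kept so more efflux inhibition; some compounds called inactive have numbers as strong as hits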
PP5 inh – PP5 phosphatase inhibitors, primary screen, biochemical, fluorescence. Serine/threonine-protein phosphatase 5 (Homo sapiens), P53041. purified PP5c, OMFP substrate fluorescence. inhibition, % at 6.7 µM. 320,000 compounds, 0.18% hits;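 active = inhibition above the campaign's mean inhibition across all tested compounds plus 3 SD, cut at about 9.5% in these data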;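 note: 0% = DMSO only and 100% = 100 µM cantharidin control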
Target sequence (P53041 whole entry, looked up): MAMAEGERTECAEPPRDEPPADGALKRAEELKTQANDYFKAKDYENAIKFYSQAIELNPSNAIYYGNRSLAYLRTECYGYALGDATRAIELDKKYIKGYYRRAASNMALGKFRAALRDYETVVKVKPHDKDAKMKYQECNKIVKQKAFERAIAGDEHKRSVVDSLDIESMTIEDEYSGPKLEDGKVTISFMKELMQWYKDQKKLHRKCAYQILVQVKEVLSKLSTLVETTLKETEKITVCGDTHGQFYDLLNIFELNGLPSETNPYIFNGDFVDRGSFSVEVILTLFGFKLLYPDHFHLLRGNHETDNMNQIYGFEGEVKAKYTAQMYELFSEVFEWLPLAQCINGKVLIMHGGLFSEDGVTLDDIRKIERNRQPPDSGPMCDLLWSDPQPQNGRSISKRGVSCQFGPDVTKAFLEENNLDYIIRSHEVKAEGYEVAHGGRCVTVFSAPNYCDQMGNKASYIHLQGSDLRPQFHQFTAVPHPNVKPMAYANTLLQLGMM
* hit, by the source's call; nt = no result given.

structure | HCV core dimer | PP1 counter | Fh CTSL1 inh | procasp7 counter | JMJD2C inh | proCasp3 act | TPT1 inhibitor | Efflux pump mplx | PP5 inh
CC12CCC(C1)C(C)(C)C2OC(=O)c1ccccc1C(=O)O (stereo unspecified) | 1.9 | -1.6 | -2.1 | 3.6 | 2.1 | 6.2 | -1.5 | 0.1 | 1.1
CCOC(=O)/C(C#N)=C/c1ccc(OC(=O)c2ccco2)c(OCC)c1 | 0.7 | -0.4 | -0.6 | 4.6 | -6.6 | 0.8 | -2.7 | -0.1 | -2.4
COC(=O)CCC(=O)OC1(C)C(=O)C=C2C=C(C3CC3)N(CCCCO)C=C2C1=O (stereo unspecified) | -20.0 | 6.5 | 4.7 | -7.4 | -3.6 | -1.6 | -7.0 | 0.0 | 13.6*
Cc1cccc(NC(=O)c2ccc(OC3CSC3)cc2)c1 | -0.2 | -1.5 | -1.6 | -0.7 | -4.4 | -0.4 | 1.2 | 4.9 | 1.1
Cc1noc(C)c1C(=O)NC(C)c1ccc(Cl)cc1Cl (stereo unspecified) | 1.6 | -3.1 | -3.3 | 9.2 | 7.7 | -3.1 | -0.9 | 0.1 | -2.7
CC(C)(C)c1ccc(-c2nnc(SCC(=O)O)n2N)cc1 | -3.7 | -2.6 | -2.9 | -1.6 | 15.3 | 6.8 | -3.3 | 0.0 | 0.8
Cc1cc(S(=O)(=O)Nc2ccc(C(=O)NCc3cccnc3)cc2)ccc1F | -1.0 | -3.5 | 1.0 | 1.5 | -8.9 | 0.0 | 1.2 | 0.1 | 0.2
COc1ccccc1CNC(=O)Cn1ccc2cc(S(=O)(=O)N3CCCC3)ccc21 | 1.9 | -2.2 | 0.6 | 9.6 | -2.1 | 3.3 | -1.8 | -0.2 | -3.2

Two entries from above, as labelled records:
Cc1cc(S(=O)(=O)Nc2ccc(C(=O)NCc3cccnc3)cc2)ccc1F
  HCV core dimer: -1.0
  PP1 counter: -3.5
  Fh CTSL1 inh: 1.0
  procasp7 counter: 1.5
  JMJD2C inh: -8.9
  proCasp3 act: 0.0
  TPT1 inhibitor: 1.2
  Efflux pump mplx: 0.1
  PP5 inh: 0.2

COc1ccccc1CNC(=O)Cn1ccc2cc(S(=O)(=O)N3CCCC3)ccc21
  HCV core dimer: 1.9
  PP1 counter: -2.2
  Fh CTSL1 inh: 0.6
  procasp7 counter: 9.6
  JMJD2C inh: -2.1
  proCasp3 act: 3.3
  TPT1 inhibitor: -1.8
  Efflux pump mplx: -0.2
  PP5 inh: -3.2

Going on with the list.
structure | HCV core dimer | PP1 counter | Fh CTSL1 inh | procasp7 counter | JMJD2C inh | proCasp3 act | TPT1 inhibitor | Efflux pump mplx | PP5 inh
C=CCn1c(NCc2cc(C)ccc2O)nc2ccccc21 | 1.2 | -1.6 | 1.5 | 0.1 | -11.6 | 3.8 | -2.7 | 0.1 | 2.7
CCC1Nc2ncnc(N3CCOCC3)c2N(Cc2ccccc2)C1=O (stereo unspecified) | 3.0 | -2.6 | 0.2 | -2.8 | 4.6 | 10.2 | -0.3 | nt | 1.2
CC(C)(CO)Nc1nc(Nc2ccccc2)nc(Nc2ccccc2)n1 | -4.8 | 4.7 | 3.2 | 1.6 | 11.5 | 1.1 | -5.6 | 0.1 | 1.3
CCN(C(=O)N1CCOCC1)c1ccccc1 | 7.8 | -1.4 | -4.0 | -3.8 | 15.2 | 9.6 | -4.2 | 0.0 | 1.0
COc1cccc(N2CC(C(=O)Nc3c(C)cccc3C)CC2=O)c1 (stereo unspecified) | -1.7 | -3.8 | -3.7 | 2.2 | -3.2 | 0.7 | 4.1 | 0.0 | 1.1
Nc1cc(CN2C(=O)c3ccccc3C2=O)cc(Cl)c1O | -0.6 | -1.9 | 25.1* | -24.4 | 8.8 | -15.3 | 2.4 | -0.1 | 3.2
COCc1cc(C)nc(SCC(=O)Nc2ccccc2N2CCOCC2)c1C#N | 9.6 | -5.3 | 1.1 | -2.0 | 12.9 | -3.4 | 0.7 | -1.1 | 1.2
COc1cccc(N2C(=O)Nc3ccccc3C2(O)C(=O)NCc2ccc3c(c2)OCO3)c1 (stereo unspecified) | 4.0 | 0.4 | -4.7 | 1.6 | 2.5 | -1.9 | 0.7 | 0.5 | 3.1
COc1ccccc1N1CCN(C(=O)c2oc3ccc(Br)cc3c2C)CC1 | 12.6 | -3.4 | 0.6 | -6.7 | -1.3 | 5.6 | -0.3 | -0.1 | 0.4
Cc1cc(NCc2ccc(F)cc2)nc2cc(Cl)ccc12 | -8.5 | 2.5 | 8.2 | -19.5 | -3.5 | -0.6 | 0.1 | -0.1 | 0.0
O=C(NC1CCCCC1)C(c1cccs1)N(Cc1cccs1)C(=O)c1ccco1 (stereo unspecified) | -8.0 | 13.6 | 0.8 | 5.6 | -1.5 | 1.5 | 3.4 | 0.2 | -1.8
CCOC(=O)CSc1nc2ccccc2n1CC(=O)NC(C)(C)C | -3.3 | -5.2 | 1.3 | -3.4 | -5.7 | 11.5 | 0.2 | -0.1 | -1.2
Cc1c(NC(=O)C(C)OC(=O)c2nc(Cl)ccc2Cl)c(=O)n(-c2ccccc2)n1C (stereo unspecified) | -19.4 | -4.1 | 1.8 | -0.1 | 11.6 | 4.0 | -4.1 | -0.2 | 1.4
COc1ccc(CNCc2ccccc2[N+](=O)[O-])cc1OC | -9.3 | 0.3 | 0.6 | -3.7 | 0.3 | -3.1 | -1.3 | 0.3 | 0.2
O=C(CCNC(=O)c1ccccc1Cl)Nc1nc(-c2ccc3ccccc3c2)cs1 | -6.3 | 5.4 | -9.6 | 1.7 | 9.0 | -7.7 | -1.3 | 0.0 | 7.8
COc1cc2[nH]c(=O)n(CCCC(=O)NC3CCCCC3)c(=O)c2cc1OC | 9.2 | -5.5 | -3.7 | 1.9 | 8.3 | 1.3 | -1.1 | -0.1 | 2.4
COc1ccc(OCC(=O)N2CCN(c3nnc(-c4ccccc4)c4ccccc34)CC2)cc1 | 5.3 | 3.0 | 1.0 | 5.0 | 4.7 | -5.1 | 3.6 | -0.2 | -1.4
CC(=O)Nc1sc2c(c1C#N)CCN(Cc1ccccc1)C2 | -8.4 | -0.9 | 1.3 | 1.9 | 7.9 | -4.2 | 0.7 | 0.0 | 0.8
CCCS(=O)(=O)C(=C1NCCO1)S(=O)(=O)CCC | -0.5 | -0.1 | -4.3 | 4.0 | 2.3 | 3.5 | 0.3 | 0.4 | -1.0
CCOc1cc(CNCCc2ccc(S(N)(=O)=O)cc2)ccc1OCC(=O)NC(C)(C)C | -4.0 | -8.2 | -1.5 | -0.3 | -10.0 | -9.7 | 4.3 | 0.3 | -0.1
COc1cc2c(cc1NC(=O)C(C)Sc1cccc[n+]1[O-])oc1ccccc12 (stereo unspecified) | 11.8 | -3.3 | 0.9 | -6.1 | 2.2 | -2.8 | 1.1 | -0.1 | 0.1
c1ccc2c(c1)nc(NC1CCCCC1)c1nncn12 | 5.9 | -0.6 | 2.8 | 8.9 | -0.8 | 2.5 | -2.5 | 0.5 | 0.1
CC1Nc2ncnc(N3CCN(c4ccccc4)CC3)c2N(Cc2ccc(Br)cc2)C1=O (stereo unspecified) | 4.9 | 8.2 | -3.4 | 3.2 | -6.0 | -1.2 | -1.1 | 0.0 | 5.2
Cc1ccc(O)c(-c2cc(C(F)(F)C(F)F)[nH]n2)c1 | -6.0 | 2.9 | -1.4 | 2.3 | 4.8 | 2.8 | 0.8 | -0.1 | 5.2
N#Cc1c(N)nc(SCC(=O)C23CC4CC(CC(C4)C2)C3)c(C#N)c1-c1ccc(Cl)cc1 | -28.1 | -1.7 | -0.7 | -1.8 | 2.7 | -3.5 | -1.2 | -0.1 | 1.8
O=C(CSCc1ccco1)Nc1cc(C(F)(F)F)ccc1N1CCOCC1 | 5.5 | 1.2 | -0.6 | 14.4 | 45.2 | 9.5 | 0.8 | -0.1 | 1.8
CC(C)c1ccc(NC(=O)Cn2nnc(C(=O)NCc3ccc4c(c3)OCO4)c2N)cc1 | 17.2 | 12.9 | -0.4 | 3.6 | 1.4 | 7.8 | 0.5 | 0.2 | -0.5
Cc1csc(SCC(=O)Nc2cc(S(=O)(=O)N3CCCC3)ccc2Cl)n1 | 2.6 | -5.6 | -3.3 | 15.2 | -33.8 | -2.2 | 3.1 | 0.2 | -1.0
Nc1nc(N2CCOCC2)cc(=O)[nH]1 | -4.2 | -2.3 | -4.1 | 3.3 | 4.3 | -1.6 | -12.2 | -0.1 | -0.7
Cn1c(COc2ccc(F)cc2)nnc1SCC(=O)NC1CC1 | 2.5 | -2.2 | 0.6 | -3.3 | -5.8 | 8.8 | 9.2 | 0.2 | 2.6
CCN1C(=O)C2(SC(NC(C)=O)=NN2C(C)=O)c2cc(C)ccc21 (stereo unspecified) | 1.1 | -1.3 | -6.5 | 6.5 | 2.1 | 7.2 | -1.4 | -0.1 | 0.8
COc1ccc(C(=O)Nn2cc3c(c2-c2ccccc2)c(=O)n(C)c(=O)n3C)cc1 | -6.3 | 0.3 | 0.4 | -2.2 | 5.4 | -3.2 | 0.0 | 0.1 | 1.1
Cc1cc(C)nc(-n2nc(C)c(Oc3ccccc3O)c2C)n1 | -3.9 | -2.4 | -4.5 | 1.8 | 3.9 | 4.8 | -4.4 | -0.2 | -0.4
Fc1ccc(-c2nnc(NC3=NCCCCC3)o2)cc1 | 6.2 | -3.0 | -1.5 | -6.2 | 1.7 | -5.7 | 2.1 | 0.0 | 0.1
Cc1nnc(NC(=O)C2COc3ccccc3O2)s1 (stereo unspecified) | -0.3 | -0.4 | -2.9 | -1.0 | 16.3 | -0.2 | -1.1 | -0.2 | -0.1
CCCN(CCC)C(=O)c1cn(CC)c2ccc(S(=O)(=O)N3CCCCC3)cc2c1=O | -3.4 | 1.1 | 9.3 | -3.8 | -15.4 | 1.1 | 0.8 | 0.2 | -0.1
O=C(COC(=O)c1c2c(nc3ccccc13)/C(=C\c1cccs1)CCC2)Nc1ccccc1Cl | 7.3 | 4.9 | 6.6 | -24.9 | -6.2 | -32.3 | 11.2 | -5.8 | -0.2
Brc1ccc(-c2csc(-c3ccncc3)n2)cc1 | 3.1 | 6.3 | -0.3 | -3.3 | 5.3 | -6.1 | -1.0 | 0.1 | 1.5
